Assay outcomes: PubChem, National Center for Advancing Translational Sciences (NCATS)
WRN helicase inh: inhibitors of human WRN helicase; 360,000 tested, 0.46% active; Q14191; Potency, µM (top dose mostly 114 µM), for inactives: at the top dose activity change, negative = inhibition, actives largely listed as inhibitors; WRN helicase unwinding, fluorescent forked duplex, kinetic; note: potency is the fitted concentration of half-maximal effect; % is set by controls: 0 for no effect and ±100 for the full control effect; nearly all actives have a fitted effect of over 55% in size
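Primary qHTS, 1536-well format. 20 nM WRN + compound, 15 min RT; start with 100 nM forked fluorophore/quencher duplex, 2 mM ATP (final); kinetic read ex 525/em 598 nm.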
MmCpn inh: M. maripaludis TRiC chaperonin inhibition; purified Mm-Cpn ATPase, ADP Transcreener TR-FRET; Potency, µM (highest dose often 76.9 µM), for inactives: at the top dose activity, negative = inhibition, most hits filed as inhibitors; 330,000 tested, 0.031% active; AID 504842; note: potency is the fitted concentration of half-maximal effect; % is set by controls: 0 for no effect and ±100 for the full control effect; nearly all actives have a fitted effect of over 80% in size
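ATPase read-out: TR-FRET ADP immunoassay (anti-ADP Eu cryptate vs ADP-d2), ex 320 nm, em 590/665 nm; signal drops as ADP forms. Enzyme 25 nM, ATP 10 uM, 30 min at 37°C after 10 min compound preincubation.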
EPAC1 agonist: activates human EPAC1 exchange factor. O95398. EPAC1 agonist qHTS, biochemical assay; response scale: 100% = response to 6.5 mM cAMP. Potency, µM (doses to about 154 µM), inactives show at the top dose activation, usual class: activators. 360,000 tested, 0.073% active. AID 720707; note: potency is the fitted concentration of half-maximal effect; nearly all actives have a fitted effect of over 60% in size
Target sequence (O95398 whole entry, looked up): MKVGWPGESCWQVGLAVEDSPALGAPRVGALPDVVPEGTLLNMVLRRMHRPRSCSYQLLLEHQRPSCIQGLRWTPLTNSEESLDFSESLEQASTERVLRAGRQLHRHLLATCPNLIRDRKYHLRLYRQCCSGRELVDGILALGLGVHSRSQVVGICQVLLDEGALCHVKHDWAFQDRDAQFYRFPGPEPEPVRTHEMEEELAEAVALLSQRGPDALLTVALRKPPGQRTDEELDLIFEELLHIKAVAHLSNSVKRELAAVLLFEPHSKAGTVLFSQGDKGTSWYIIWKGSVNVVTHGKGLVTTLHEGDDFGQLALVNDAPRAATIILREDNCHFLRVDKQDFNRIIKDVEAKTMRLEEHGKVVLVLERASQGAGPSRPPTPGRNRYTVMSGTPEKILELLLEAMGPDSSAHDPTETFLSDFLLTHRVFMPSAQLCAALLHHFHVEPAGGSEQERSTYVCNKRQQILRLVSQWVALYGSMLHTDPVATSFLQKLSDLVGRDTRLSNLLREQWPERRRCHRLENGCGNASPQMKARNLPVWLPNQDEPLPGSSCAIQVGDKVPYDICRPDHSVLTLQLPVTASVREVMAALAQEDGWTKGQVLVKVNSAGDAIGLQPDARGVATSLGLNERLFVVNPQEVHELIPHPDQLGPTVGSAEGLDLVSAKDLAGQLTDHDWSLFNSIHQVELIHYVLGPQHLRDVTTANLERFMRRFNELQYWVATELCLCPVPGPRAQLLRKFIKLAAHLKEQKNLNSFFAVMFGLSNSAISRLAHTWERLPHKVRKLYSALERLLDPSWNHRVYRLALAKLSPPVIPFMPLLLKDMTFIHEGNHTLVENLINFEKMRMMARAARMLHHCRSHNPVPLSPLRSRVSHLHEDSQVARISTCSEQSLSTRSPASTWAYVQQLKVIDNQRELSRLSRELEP
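Compounds were pinned as a concentration titration into mixtures of EPAC1 (100 nM), BODIPY-GDP-loaded Rap1B (250 nM) and GDP (50 uM). After 5 min at room temperature, fluorescence was followed for 30 min; activity was scaled to 6.5 mM cAMP.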
PI5P4Ka inh: PI5P4K alpha (human) kinase inhibition; 330,000 tested, 1.2% active; max response, %; PI5P4Kalpha enzyme, ADP-Glo luminescence, 60 min; active compounds read low; P48426; AID 652105; active = max response of -50% or lower; inconclusive = between -30% and -50%; inactive = -30% or higher; note: value at the top dose of about 77 µM; % is set by controls: 0 for no effect and ±100 for the full control effect
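qHTS, 1536-well: enzyme/substrate mix, compound by pin tool, 5 microM ATP final; RT 60 min; ADP-Glo reagents 1 (45 min) then 2 (30 min); luminescence.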
EPAC2 antag: antagonists of human EPAC2; Potency, µM (titrated, usually from 114 µM), without a hit: at the highest dose activity, negative = inhibition, actives largely listed as inhibitors; Q8WZA2; EPAC2 GEF exchange of Rap1B-BODIPY-GDP, fluorescence; 360,000 tested, 0.18% active; note: potency is the fitted concentration of half-maximal effect; % is set by controls: 0 for no effect and ±100 for the full control effect; nearly all actives have a fitted effect of over 45% in size; many of its hits are not listed in these tables
CCT chaperon mod: cytosolic chaperonin activity modulation | purified chaperonin ATPase assay, HTRF ADP detection, 30 min | activity change, % (concentration not given with the values), hits read low | 360,000 tested, 0.3% active; in the data active = activity change below about -30%; note: % is set by controls: 0 for no effect and ±100 for the full control effect
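First, chaperonin was dispensed at 40 nM or 20 nM final depending on batch activity. Next, compounds were pinned at 76 uM and ATP added at 10 uM. After 30 min at 37 °C, ADP detection reagents ran 30 min at ambient temperature.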
PLK1 PBD block: inhibitors of human PLK1 polo-box domain binding | P53350 | Plk1 PBD binding of FITC phosphopeptide, fluorescence polarization | Potency, µM, for the others: max response, negative = inhibition, usual class: inhibitors | 360,000 tested, 2.8% active | AID 720504; note: potency is the fitted concentration of half-maximal effect; series mostly up to about 57 µM; % is set by controls: 0 for no effect and ±100 for the full control effect; nearly all actives have a fitted effect of over 65% in size
EPAC1 antag: EPAC1 (human) antagonism; EPAC1 GEF assay, Rap1b-BODIPY-GDP exchange fluorescence; 360,000 tested, 0.14% active; O95398; Potency, µM (top dose mostly 115 µM), for inactives: top-dose activity change, negative = inhibition, most hits filed as inhibitors; AID 720709;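 note: potency is the fitted concentration of half-maximal effect; plate controls were vehicle for no effect and positive control for full effect; nearly all actives have a fitted effect of over 50% in size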
An asterisk follows results filed as active; ? = inconclusive; · = no result given; [ ] = remark or other dose. Unless noted, calls come from the whole dose curve; as a rule, active = well fitted curve in the direction sought with a large enough effect; inconclusive = small, poorly fitted or top-dose-only effect, or another doubt; inactive = no such curve, though single readings can be large; an effect the other way counts as inactive or inconclusive. An excerpt; count on the stated rates, not on these rows.

Order of results – WRN helicase inh, MmCpn inh, EPAC1 agonist, PI5P4Ka inh, EPAC2 antag, CCT chaperon mod, PLK1 PBD block, EPAC1 antag
- Cc1ccccc1-c1cc2nc(NCc3cccnc3)n(C)c(=O)c2s1
  -6%, ·, 6%, 9, -26%, -0.6, -9%, -14%
- Cc1nc(OCC(=O)c2ccc(Cl)cc2)c(C#N)c2c1COC(C)(C)C2
  0%, 0%, 5%, -1, 3%, -1.5, 2%, 0%
- COc1ccc(NC(=O)c2ccc(Cl)nc2)cc1S(=O)(=O)N1CCCCC1
  -33%[57.1 µM], -1%, 13%, -15, -4%, -2.4, -13%, -30%
- Cc1ccc(Nc2c(-c3ccccn3)nc3cccc(C)n23)cc1
  2%, 0%, -9%, -1, 32µM*, -1.5, ?, -1%
- CCCC1(c2ccccc2)NC(=O)N(CC(=O)Nc2cc(S(=O)(=O)N3CCOCC3)ccc2Cl)C1=O (centres undefined)
  -3%, -1%, -6%, 3, 2%, -1.7, 7%, -9%
- CC(=O)NCCCNc1ccc([N+](=O)[O-])cc1
  4%, 0%, 1%, 1, -4%, 0.8, -4%, -16%
- CCOC(=O)N1CCC(NC(=O)CN(c2ccc(C(C)C)cc2)S(=O)(=O)c2c(C)nn(C)c2C)CC1
  -4%, 0%, -1%, -1, -5%, 0.7, 1%, 8%
- CNC(=O)N(O)C1N(/N=C/c2ccccc2O)C(=S)SC1(C)C (centres undefined)
  1%, 2%, 1%, 0, -3%, -2.5, 0%, -1%
- CC(C)CC1NC(=O)N(CC(=O)Nc2ccc(OCc3ccccc3)cc2)C1=O (centres undefined)
  3%, -1%, -12%, -2, 0%, -0.8, -2%, 9%
- CN(C(=O)c1cccc(NC(=O)Cc2ccc(NC(=O)C3CCN(C(=O)c4ccccc4)CC3)cc2)c1)C1CC1
  12%, ·, -10%, -15, 8%, 1.0, -10%, -14%
- Cc1ccc(C)c(S(=O)(=O)N2CCNCC2)c1
  -8%, 0%, 2%, 6, 7%, -34*, -5%, -9%
- Cn1nc(-c2ccc(OCC(=O)NCC3CCCO3)cc2)c2ccccc2c1=O (centres undefined)
  -7%, 0%, 0%, 9, 2%, -0.2, -5%, -8%
- O=C(CCN1C(=O)/C(=C/c2ccc(F)cc2)SC1=S)NNC(=O)c1ccncc1
  -17%, 0%, 12%, 3, 0%, -0.9, -4%, -16%
- COc1ccccc1NC(=O)N1CCN(c2ccccn2)CC1
  3%, 1%, 3%, -3, 19%, -1.6, 7%, 10%
- COc1ccc(C(=O)N(CN2CCCC2=O)c2nccs2)cc1OC
  -6%, 0%, 2%, 0, -13%, -0.4, -2%, 8%
- COc1cccc(NC(=O)CSc2nnc(Cc3ccc(OC)c(OC)c3)o2)c1
  -7%, -2%, -3%, 2, 0%, -2.3, 4%, 0%
- Cc1ccc(C)n1NC(=O)c1cccc(Cl)c1
  0%, 0%, -3%, -3, -2%, -2.1, -15%, -1%
- Cc1nnc(C)n1/N=C/c1ccc(-c2ccccc2)cc1
  -13%, ?, -8%, 0, 3%, 1.4, -5%, -5%
- C[C@H](NC(=O)c1ccc(C(C)(C)C)cc1)C(=O)N1CCOCC1
  2%, -3%, 11%, -2, 3%, -0.5, -13%, 14%
- O=C(CCc1nnc(COc2ccccc2)o1)NCc1ccccc1
  1%, 3%, -5%, 2, -3%, -11, -16%, 7%
- CCNC(=O)CSc1nnc(-c2ccc(OC)cc2)n1CC(C)C
  4%, 2%, 0%, 3, 1%, -3.2, -4%, ?
- CCc1nn(CC(=O)NCCCN2CCCC2=O)c(=O)c2cc3sccc3n12
  1%, 1%, 3%, -3, 11%, -2.3, -13%, 8%
- CCNC(=O)C1(C)CCN(Cc2ccccc2C#N)C1 (centres undefined)
  -2%, ·, 3%, -6, 3%, -1.8, -13%, -4%
- COC1c2ccccc2C(=O)N1Cc1ccc(F)cc1 (centres undefined)
  3%, 3%, -8%, 5, -12%, -0.1, -9%, -22%
- CCC(=O)c1ccc(N2CCN(C(=O)c3cccs3)CC2)c(F)c1
  1%, -1%, 3%, 4, 3%, -0.1, -18%, -19%
- CCOc1ccc(NC(=O)COC(=O)c2cc([N+](=O)[O-])ccc2N2CCOCC2)cc1
  7%[11.6 µM], 3%, -7%, 0, 4%, -1.3, -1%, 0%
- Cc1ccccc1N1C(=O)N(c2cccc(C(F)(F)F)c2)C2CS(=O)(=O)CC21 (centres undefined)
  -1%, 0%, 18%, 9, -2%, 0.5, -3%, 0%
- Cc1cc(C(=O)NNC(=O)C(C)(C)Oc2ccc(Cl)cc2)c(C)o1
  4%, 0%, 2%, 0, -7%, 0.3, -17%, -13%
- Cc1cc(C)cc(NC(=O)C(Nc2ccccc2)c2ccccc2)c1 (centres undefined)
  -8%, 1%, 4%, -2, -8%, -2.3, -15%, -2%
- O=C(NCc1ccc2c(c1)OCO2)c1cccc(S(=O)(=O)N2CCCC2)c1
  -14%, 0%, 0%, -5, -6%, 0.8, 1%, -13%
- CCc1ccc(NC(=O)c2ccc(S(=O)(=O)NCc3cccnc3)cc2)cc1
  -14%, 0%, -3%, 2, -27%, 0.1, -15%, -11%
- COc1ccc(C(=O)CSc2nnc(CN3CCCCC3)n2-c2ccc(Cl)cc2)cc1OC
  -1%, -6%, 3%, -2, 1%, 4.5, -4%, -1%
- COc1ccc2nc(Cl)c(C3CC(c4ccco4)=NN3C(=O)CCC(=O)O)cc2c1 (centres undefined)
  -10%, ?, 5%, 8, 6%, 0.6, -10%, 12%
- C#CCOc1nc2c(c(=O)n(C)c(=O)n2C)n1Cc1ccccc1
  12%, -1%, 3%, 2, -23%, 0.3, -5%, -6%
- CC(NCc1ccc(F)cc1)C(=O)NC1CCCCC1 (centres undefined)
  -11%[57.1 µM], 0%, 0%, -6, 1%, -2.2, -23%, ?
- CC(=O)Nc1cccc(Nc2nc(-c3ccccc3F)nc3ccccc23)c1
  -11%, 1%, 5%, 0, 0%, 1.1, -3%, -13%
- COc1ccc(N2CCC(CNC(=O)Nc3ccc(C)c(C)c3)C2)cc1 (centres undefined)
  -4%, 0%, -3%, -4, 3%, -2.6, -16%, -2%
- CC(C)(C)C(=O)Cn1ncc(N2CCCC2)c(Br)c1=O
  -19%, 2%, 2%, 6, 5%, 0.1, 0%, -12%
- O=C(NNS(=O)(=O)c1ccc(Cl)cc1)c1cc(-c2ccccc2)nc2ccccc12
  -32%[57.1 µM], -1%, 9%, 0, -8%, -3.2, -3%, 4%
- CCOc1ccc(S(=O)(=O)NCCC(=O)N(C)CC(=O)Nc2ccc(N3CCOCC3)cc2)cc1
  -7%, 0%, -7%, 1, -5%, -5.4, -2%, -16%
- Cc1ccc(N(CC(=O)Nc2ccccc2C(=O)N2CCOCC2)S(C)(=O)=O)cc1
  -3%, 0%, 0%, -13, 0%, 1.2, -9%, -11%
- O=C(NCc1ccccn1)[C@H]1C[C@@H]1[C@H](NP(=O)(c1ccccc1)c1ccccc1)c1ccccc1
  -24%, -1%, -6%, 11, 7%, -0.4, -4%, 15%
- COc1cc(C(=O)OCCNC(=O)c2ccncc2)cc(OC)c1OC
  -8%, 4%, 0%, 0, -1%, 0.3, 5%, -21%
- CC1(C)C[C@H](O)[C@]2(CO)CC[C@]3(C)C(=CCC4[C@@]5(C)CC[C@H](O)C(C)(C)C5CC[C@]43C)[C@@H]2C1 (some centres undefined)
  -2%, 0%, -13%, -25, 0%, -14, 3%, -25%
- CN1CCc2nc(SCC(=O)Nc3ccc(Cl)cc3)c(C#N)cc2C1
  -2%, ·, -1%, 9, 11%, -6.3, -4%, 5%
- COC(=O)CNC(=O)c1cc(-c2ccncc2)nc2ccc(C)cc12
  15%, -2%, -2%, -3, 7%, -0.8, -1%, 25%
- COc1ccc(C(O)c2ncc(-c3ccccc3OC)[nH]2)cc1 (centres undefined)
  -2%, ·, 9%, 3, -4%, -1.9, -6%, 1%
- O=C(NCCN1CCOCC1)c1ccc(CS(=O)(=O)c2ccc(Cl)cc2)o1
  14%, -1%, 1%, -2, 2%, -5.4, -4%, 6%
- O=C(OCC(=O)N1CCCc2ccccc21)c1cc(Cl)ccc1O
  0%, -2%, -3%, 1, 2%, -0.4, 0%, -1%
- C/C(=N\Nc1ncc(Cl)cc1Cl)c1ccc(OC(F)F)cc1
  -22%[57.1 µM], 1%, 9%, 10, -7%, 0.5, 3%, -9%

Next part:
Order of results – WRN helicase inh, MmCpn inh, EPAC1 agonist, PI5P4Ka inh, EPAC2 antag, CCT chaperon mod, PLK1 PBD block, EPAC1 antag
- CC(=O)Nc1ccc(NC(=O)CSc2nc3ccccc3nc2N2CCC(C)CC2)cc1
  -1%, -18%, -11%, -3, 2%, -0.5, -5%, 0%
- Cc1onc(-c2ccccc2Cl)c1C(=O)Nc1nnc(-c2ccc(F)cc2)s1
  -4%, -11%, 3%, 1, -15%, 0.7, -5%, -20%
- COc1ccc(CNC(=O)CSc2ncn[nH]2)cc1
  5%, -1%, 7%, -2, 11%, 1.0, -8%, 8%
- Cc1ccc(-c2nnc(OCc3cccnc3)c3ccccc23)cc1
  -3%, -2%, 3%, -4, -22%, -0.4, -2%, 5%
- c1ccc(-c2nc(-c3ccccn3)nc(-c3ccccn3)n2)nc1
  -14%, 3%, 1%, 3, -3%, 0.5, -2%, -5%
- CC1CCc2nn(CC(=O)NCCN3CCOCC3)cc2C1 (centres undefined)
  2%, -3%, 4%, 4, 4%, -1.1, -9%, -13%
- COc1ccc(/C=C/C(=O)NCCCc2ccccc2)cc1OC
  -1%, 2%, -1%, -1, -7%, -2.6, -8%, -12%
- COc1ccc(CCNC(=O)CCc2nnc(Cc3ccc4c(c3)OCO4)o2)cc1
  -32%, -3%, 8%, -6, -2%, -3.8, -15%, -1%
- CC1CCN(c2ccccc2NC(=O)c2ccc(C#N)cc2F)CC1
  -3%, 0%, -5%, 14, -10%, -0.9, -11%, -2%
- Cc1ccc(S(=O)(=O)N2CCN(C(=O)c3n[nH]c(=O)c4ccccc34)CC2)cc1
  -5%, -1%, -5%, 0, 5%, -0.3, 3%, -2%
